SENP8 block-1 – human SENP8 protease inhibitors, primary screen, biochemical, fluorescence, Nedd8 protein substrate, uHTS; AID 602440, 2012; recombinant SENP8; 360,000 compounds, 0.64% hits; inhibition, % at 20 µM; Sentrin-specific protease 8 (Homo sapiens), Q96LD8; in the data active means inhibition mostly above about 40%, no sharp cut-off; inactive means mostly below about 27%
Apaf1 inhib – inhibitors of human Apaf-1 apoptosome, primary screen, biochemical, DEVD-Rh110 fluorescence, uHTS. Apoptotic protease-activating factor 1 (Homo sapiens), O14727. reconstituted apoptosome caspase-3 activity. inhibition, % at 20 µM. 330,000 compounds, 0.71% hits; active means inhibition of at least 40% at 20 µM;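 further: plate controls were DMSO wells for no effect and DEVD-CHO caspase inhibitor wells for full effect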
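System: Apoptosome proteins | Medium: Hepes pH 7.5 with detergent and BSA | Also added: Cytochrome c trigger plus (Z-DEVD)2-Rh110 caspase-3 substrate | Incubation: 30 min compound preincubation, 50 min activation, room temperature | Detection: Rhodamine 110 fluorescence at Ex 480/Em 540 nm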
PfGluPho inh – PfG6PD enzyme inhibitors, primary screen, biochemical, fluorescence intensity, uHTS; glucose-6-phosphate dehydrogenase-6-phosphogluconolactonase (Plasmodium falciparum 3D7); PfGluPho enzyme, NADPH resazurin-diaphorase fluorescence; inhibition, % at 20 µM; 350,000 compounds, 0.78% hits;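 active means inhibition reaching at least a set limit at 20 µM in the primary screen, cut at about 59% in these data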;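 further: 0% = DMSO wells with substrate and 100% = DMSO wells lacking glucose-6-phosphate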
SENP6 inh – SENP6 protease inhibitors, primary screen, biochemical, luminescence, uHTS; AID 2599, 2010; Sentrin-specific protease 6 (Homo sapiens), Q9GZR1; Recombinant SENP6 catalytic domain, aminoluciferin luminescence; 330,000 compounds, 1.8% hits; inhibition, % at 10 µM;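 active means inhibition above about 50% at the single tested dose, limit read from the data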;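 further: plate controls were DMSO wells with enzyme for no effect and DMSO wells lacking enzyme for full effect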
HKDC1 inhibitor – HKDC1 hexokinase inhibitors, primary screen, biochemical, fluorescence, uHTS. recombinant HKDC1, G6PDH/diaphorase resazurin coupled fluorescence. inhibition, % at 20 µM. 340,000 compounds, 0.16% hits;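 active means inhibition above about 35% when tested at 20 µM, limit read from the data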;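 further: plate controls were DMSO wells with enzyme for no effect and DMSO wells lacking enzyme for full effect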
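Test system: recombinant HKDC1 (HK5) hexokinase enzyme, produced in-house; Amount: enzyme 5 µg/mL final; Buffer or medium: Tris pH 8.0 buffer with MgCl2, Tween-20, BSA, BME; Reagent: glucose and ATP substrates; Doses: 20 µM test compound, 1% DMSO; Incubation: 90 min reaction incubation at room temperature, dark; Detection: resorufin fluorescence at 613 nm.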
SENP1 FRET inh – human SENP1 catalytic domain inhibitors, primary screen, biochemical, FRET, uHTS; AID 624204, 2012; inhibition, % at 10 µM; 360,000 compounds, 0.21% hits; recombinant SENP1 catalytic domain, CyPet-SUMO1-YPet FRET cleavage;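 active means inhibition at least 30% at 10 µM, raw YFP signal under a set limit, fluorescence ratio 0.5 to 1.5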;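 further: 0% = enzyme with DMSO and 100% = no enzyme wells; some results filed as inactive read as strong as hits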
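Material – human SENP1 catalytic domain · Input – SENP1 enzyme, 20 pM final · Compound dosing – single concentration of 10 µM compound, 0.5% DMSO final · Timing – enzyme reaction for 50 min at room temperature, dark · Measured by – FRET fluorescence in CFP and YFP emission channels · Control set – no-enzyme wells low, DMSO-plus-enzyme wells high control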
SENP7 inh – SENP7 protease inhibitors, primary screen, biochemical, luminescence, uHTS; recombinant SENP7, Z-RLRGG-aminoluciferin luminescence, 40 min; inhibition, % at 5 µM; 330,000 compounds, 1.5% hits; AID 434973, 2010;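 active means inhibition above about 50% at the single test dose, limit read from the data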;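 further: plate controls were DMSO with enzyme for no effect and no enzyme buffer wells for full effect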
NALP3 yeast inh – NALP3 inflammasome inhibitors in reconstituted yeast, primary screen, luminescence, uHTS; Yeast reconstituted NLRP3/ASC/caspase-1, beta-gal luminescence, 24 h; inhibition, % at 10 µM; AID 2825, 2010; 330,000 compounds, 0.39% hits;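 active means inhibition of 50% or more; inactive means inhibition below 50%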;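 further: plate controls were induced DMSO wells for no effect and uninduced yeast grown without galactose for full effect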
SENP8 block-2 – SENP8 protease inhibitors, primary screen, biochemical, luminescence; inhibition, % at 10 µM; Sentrin-specific protease 8 (Homo sapiens), Q96LD8; 330,000 compounds, 1.2% hits; purified SENP8, Z-RLRGG-aminoluciferin cleavage; AID 2540, 2010; in the data active means inhibition above about 50%
Active calls of the source: *; . = no result given.

SMILES	SENP8 block-1	Apaf1 inhib	PfGluPho inh	SENP6 inh	HKDC1 inhibitor	SENP1 FRET inh	SENP7 inh	NALP3 yeast inh	SENP8 block-2
CCn1cc(C(=O)N2CCN(c3ccccn3)CC2)c2cc(OC)c(OC)cc2c1=O	4	.	-12	.	1	2	.	.	.
Cc1cccc(CCNC(=O)C2CCCN(S(=O)(=O)c3cnc[nH]3)C2)c1 (stereo not given)	13	-5	5	-8	-3	-2	3	10	-1
Cn1c(=O)c2c(nc(Sc3ccccc3N)n2C)n(C)c1=O	8	-4	-4	-21	2	1	-1	23	3
CC(C)c1ccc(N(C(=O)c2cc3ccccc3oc2=O)C2C=CS(=O)(=O)C2)cc1 (stereo not given)	6	13	15	-13	-13	0	-5	18	-5
COC(=O)C1=C(O)/C(=C\c2cc(C)n(-c3ccccc3F)c2C)N=C1C	-214	14	31	20	-5	-84	3	16	-3
O=C(NCC1COc2ccccc2O1)c1ccc(Cl)c(S(=O)(=O)N2CCCC2)c1 (stereo not given)	20	7	-10	-6	4	1	-3	0	0
CCOc1cccc(CN2CCN(CCCc3ccccc3)C(CCO)C2)c1O (stereo not given)	7	-4	-6	-6	2	-1	8	13	-6
CCOC(=O)N1CCN(C(=O)c2cn(CC)c3ccc(S(=O)(=O)N(C)C4CCCCC4)cc3c2=O)CC1	-1	0	-30	7	-5	1	-1	11	-5
COc1ccc(NC(=O)COc2nsnc2N2CCOCC2)c(OC)c1	20	11	4	-1	-5	2	-16	23	-10
N#Cc1c(-c2ccccc2)ccn(Cc2cccc(Cl)c2)c1=O	-472	-21	-2	-22	-6	3	-1	26	-4
CCc1cc[n+](CC(=O)Nc2ccc(Cl)cc2Cl)cc1	3	0	-10	1	1	-14	2	2	-3
CC(=O)C1=C(O)C(=O)N(CCC(=O)O)C1c1cccc(F)c1 (stereo not given)	6	-27	0	4	-10	1	-9	-4	-4
Cn1nc(C(C)(C)C)c([N+](=O)[O-])c1C(=O)N1CCCCCC1	14	-1	-1	14	-4	1	-2	13	0
C/C(=C\C(=O)c1ccc(Br)cc1)NNC(=O)c1ccc(O)cc1	17	13	-28	-2	-9	5	9	27	-8
CN(C(=O)C=Cc1ccccc1)c1ccccc1	6	.	-9	.	-6	0	.	.	.
Cc1cc(C)cc(NC(=O)C/C(N)=N/O)c1	15	-10	-12	-3	0	0	-6	10	-7
CCc1nnc(NC(=O)Cn2nnc(-c3ccccc3F)n2)s1	-2	-9	-16	-5	-3	-1	1	18	-3
CC(C)c1ccccc1OCC(=O)NC1CCCc2ccccc21 (stereo not given)	8	7	-8	0	1	0	3	16	3
O=[N+]([O-])c1ccc(S(=O)(=O)c2ccccc2)nc1	26	8	30	-1	-1	2	-4	-32	-13
CCOC(=O)c1nnn(CC(=O)N2N=C(c3cccc4ccccc34)CC2c2ccccc2)c1C(=O)OCC (stereo not given)	-299	11	8	2	-1	0	9	4	0
CC(C)CNC(=O)COC(=O)CCC(=O)c1ccc(F)cc1	-4	-1	-4	3	5	2	-4	5	4
CN(CC(=O)Nc1ccc(Cl)cc1)C(=O)c1sccc1-c1ccccc1	3	46*	12	-2	-1	0	8	9	1
Cc1nc(N(C)C)c2sc(=S)n(Cc3ccccc3)c2n1	22	11	-15	-7	0	0	-8	5	1
O=C(Nc1cccc(F)c1)C1CCN(C(=O)N2CCOc3ccccc32)CC1	11	0	7	13	-6	1	5	3	-5
C=CCSc1nnc(-c2ccncc2)n1-c1ccc(OCC)cc1	6	-18	-2	-7	-8	-2	0	-2	-4

Remaining list, next part
SMILES	SENP8 block-1	Apaf1 inhib	PfGluPho inh	SENP6 inh	HKDC1 inhibitor	SENP1 FRET inh	SENP7 inh	NALP3 yeast inh	SENP8 block-2
Cc1cc2c(c(C)c1Cl)C(c1ccc3c(c1)OCO3)CC(=O)O2 (stereo not given)	-11	27	23	.	3	-1	-4	.	.
CCOC(=O)c1c(NC(=O)CSc2nc3c(c(=O)n(C)c(=O)n3C)n2CC)sc(C)c1C	13	-6	-1	1	-5	2	12	7	-4
CCN(Cc1ccccc1)Cc1nc(CCc2ccccc2)no1	15	2	-3	1	13	2	5	7	2
O=C1C2CCCN2C(=O)N1CCN1CCN(c2cccc(C(F)(F)F)c2)CC1 (stereo not given)	9	.	-3	.	-3	0	.	.	.
CC(C)(C)OC(=O)CC12CCCCC1NC(=O)O2 (stereo not given)	8	-1	0	-9	-5	0	-7	16	7
COc1ccc(NC(=O)C2CCCN(S(=O)(=O)c3cccnc3)C2)c(OC)c1 (stereo not given)	5	-8	9	3	-5	-2	-4	10	-7
COc1ccc(OCCNC(=O)C(Cc2c[nH]c3ccccc23)NC(C)=O)cc1 (stereo not given)	7	6	6	-8	-5	2	-9	-7	-5
CCC(C)[C@H](NC(=O)OC(C)(C)C)C(=O)N/N=C/C1=Cc2ccccc2OC1 (stereo not given in full)	-241	9	-5	-6	-19	-5	6	0	-4
Cc1ccc(CN2CCNC(=O)C2CC(=O)NCCCn2cccn2)o1 (stereo not given)	6	-11	13	-8	-3	-6	0	6	10
COC(=O)CSc1nc2ccccn2c(=O)c1C=O	-31	-1	7	-8	-3	-4	3	7	0
CCCNC(=O)Nc1ccc(NC(C)=O)cc1	18	-14	8	16	-11	-1	1	13	-2
O=C(CSc1ncnc2nc[nH]c12)c1ccc(Cl)cc1	-2	19	45	-4	-3	1	-7	15	-20
Cc1ccc(CNC(=O)CNS(=O)(=O)c2ccc3c(c2)C(C)(C)C(=O)N3C)cc1	13	-4	10	-2	-4	-2	7	4	10
Cc1c(-c2ccccc2)cnc2c(C)cccc12	8	0	10	-11	-1	1	-5	2	-8
CCCCn1c(N)c(N(CC(C)C)C(=O)CSCc2ccc(Cl)c(Cl)c2)c(=O)[nH]c1=O	-5	6	-3	-12	1	-5	-5	11	0
Cc1cc(C(C)(C)C)oc1C(=O)O	-2	-3	17	-18	-8	0	-3	11	-8
CCc1nnc(NC(=O)CN2CCN(Cc3ccccc3Cl)CC2)s1	12	-6	-6	-2	-1	0	4	19	-11
O=C(NCc1cccs1)C1CCCN1C(=O)Nc1ccccc1 (stereo not given)	1	3	-5	-13	0	-1	-4	-2	-8
COc1ccc2c(c1)-c1nc(/N=C/c3ccc(O)cc3)sc1CC2	-95	.	21	.	17	-1	.	.	.
O=C(NC1CCCCC1)c1cc(-c2ccc(Cl)cc2)on1	9	-5	-2	-11	-8	1	5	9	4
CCOC(=O)CNS(=O)(=O)c1cc(-c2nn(C)c(=O)c3ccccc23)ccc1C	26	11	11	-14	0	2	-7	2	0
CCN1CCN(Cc2ccc(OC)c(OCc3ccccc3)c2)CC1	10	-9	-6	-14	4	2	3	1	1
COc1cc(CNCc2ccc3c(c2)OCO3)c([N+](=O)[O-])cc1OC	-13	2	9	-5	-2	-2	12	20	5
CCOC(=O)C1CCCN(c2c(NCCc3cccc(C)c3)c(=O)c2=O)C1 (stereo not given)	24	-5	-4	-6	-8	-1	9	-1	0
CCCCCCCCCOC(=O)C1N2C(=O)[C@@H](NC(=O)COc3ccccc3)[C@H]2SC1(C)C (stereo not given in full)	8	13	34	-5	1	2	-2	1	1
CC(C)c1ccc(OCC(=O)Nc2ccc(OC(F)(F)F)cc2)cc1	12	-5	5	-12	-8	-2	4	-11	-2
CCOCCc1nnc(NC(=O)CS(=O)(=O)c2ccc(C)cc2)s1	11	-3	4	12	-6	0	2	6	-2
CCC(=O)N1CCc2cc(Br)cc(S(=O)(=O)NCC3CCCO3)c21 (stereo not given)	15	7	0	0	-2	-1	0	4	-8
Cc1cc(C)c(-c2cc(NC(=O)CSc3nncn3C)n(-c3ccccc3)n2)cc1C	11	2	4	-3	-5	0	3	-1	3

Given with bars between the fields: entries from further up.
Structure | SENP8 block-1 | Apaf1 inhib | PfGluPho inh | SENP6 inh | HKDC1 inhibitor | SENP1 FRET inh | SENP7 inh | NALP3 yeast inh | SENP8 block-2
O=C(NC1CCCCC1)c1cc(-c2ccc(Cl)cc2)on1 | 9 | -5 | -2 | -11 | -8 | 1 | 5 | 9 | 4
CCOC(=O)CNS(=O)(=O)c1cc(-c2nn(C)c(=O)c3ccccc23)ccc1C | 26 | 11 | 11 | -14 | 0 | 2 | -7 | 2 | 0

Copied from above for reference:
SMILES	SENP8 block-1	Apaf1 inhib	PfGluPho inh	SENP6 inh	HKDC1 inhibitor	SENP1 FRET inh	SENP7 inh	NALP3 yeast inh	SENP8 block-2
O=C(NCc1cccs1)C1CCCN1C(=O)Nc1ccccc1 (stereo not given)	1	3	-5	-13	0	-1	-4	-2	-8
COc1ccc2c(c1)-c1nc(/N=C/c3ccc(O)cc3)sc1CC2	-95	.	21	.	17	-1	.	.	.
O=C(NC1CCCCC1)c1cc(-c2ccc(Cl)cc2)on1	9	-5	-2	-11	-8	1	5	9	4
CCOC(=O)CNS(=O)(=O)c1cc(-c2nn(C)c(=O)c3ccccc23)ccc1C	26	11	11	-14	0	2	-7	2	0
CCN1CCN(Cc2ccc(OC)c(OCc3ccccc3)c2)CC1	10	-9	-6	-14	4	2	3	1	1
COc1cc(CNCc2ccc3c(c2)OCO3)c([N+](=O)[O-])cc1OC	-13	2	9	-5	-2	-2	12	20	5
CCOC(=O)C1CCCN(c2c(NCCc3cccc(C)c3)c(=O)c2=O)C1 (stereo not given)	24	-5	-4	-6	-8	-1	9	-1	0
CCCCCCCCCOC(=O)C1N2C(=O)[C@@H](NC(=O)COc3ccccc3)[C@H]2SC1(C)C (stereo not given in full)	8	13	34	-5	1	2	-2	1	1
CC(C)c1ccc(OCC(=O)Nc2ccc(OC(F)(F)F)cc2)cc1	12	-5	5	-12	-8	-2	4	-11	-2
CCOCCc1nnc(NC(=O)CS(=O)(=O)c2ccc(C)cc2)s1	11	-3	4	12	-6	0	2	6	-2
CCC(=O)N1CCc2cc(Br)cc(S(=O)(=O)NCC3CCCO3)c21 (stereo not given)	15	7	0	0	-2	-1	0	4	-8
Cc1cc(C)c(-c2cc(NC(=O)CSc3nncn3C)n(-c3ccccc3)n2)cc1C	11	2	4	-3	-5	0	3	-1	3

High-throughput results: PubChem BioAssay, Sanford-Burnham Center for Chemical Genomics

Rows were taken by chance. About 4.1% of those tested had a hit in this group.
